# Mcl1-Bid inh: Mcl-1/Bid binding inhibitors, primary screen, biochemical, TR-FRET, 1536-well. inhibition, % at 21.7 µM. hit rate 0.97% among 220,000. Induced myeloid leukemia cell differentiation protein Mcl-1 (Homo sapiens), Q07820. TR-FRET Mcl-1/Bid-Dy647 peptide binding. AID 1021, 2008;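 active means compounds that cut the binding signal by more than half at the single screening dose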;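 further: His-tagged Mcl-1 with europium anti-His antibody binding Bid BH3 peptide; 0% = Mcl-1 plus peptide wells and 100% = peptide-only wells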
# Bcl-B Bim block: inhibitors of Bim-Bcl-B binding, primary screen, biochemical, multiplexed, human Bcl-2 family; Bcl-2-like protein 10 (Homo sapiens), Q9HD36; bead-based flow cytometry, Bim peptide-Bcl-B binding; inhibition, % at 10 µM; hit rate 0.073% among 190,000;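 further: 0% = tracer peptide without compound and 100% = reference inhibitor peptide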
# Target sequence (Q9HD36 whole entry, looked up): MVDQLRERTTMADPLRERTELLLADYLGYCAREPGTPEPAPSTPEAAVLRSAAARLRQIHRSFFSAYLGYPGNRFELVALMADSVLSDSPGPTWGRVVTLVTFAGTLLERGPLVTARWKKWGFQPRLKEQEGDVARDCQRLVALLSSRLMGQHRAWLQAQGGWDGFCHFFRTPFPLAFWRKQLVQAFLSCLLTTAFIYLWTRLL
# RGS8-Gao: RGS8-Galphao binding modulators, primary screen, biochemical, multiplexed bead flow cytometry; Guanine nucleotide-binding protein G(o) subunit alpha (Homo sapiens), P09471; response (percent of control binding), % at 10 µM; actives lie on both sides; hit rate 0.34% among 220,000; in the data active means response below about 60% or above about 140%; inactive means in between;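 further: Galphao activated as the GDP aluminium fluoride complex binding bead-coupled RGS8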
# Target sequence (P09471 whole entry, looked up): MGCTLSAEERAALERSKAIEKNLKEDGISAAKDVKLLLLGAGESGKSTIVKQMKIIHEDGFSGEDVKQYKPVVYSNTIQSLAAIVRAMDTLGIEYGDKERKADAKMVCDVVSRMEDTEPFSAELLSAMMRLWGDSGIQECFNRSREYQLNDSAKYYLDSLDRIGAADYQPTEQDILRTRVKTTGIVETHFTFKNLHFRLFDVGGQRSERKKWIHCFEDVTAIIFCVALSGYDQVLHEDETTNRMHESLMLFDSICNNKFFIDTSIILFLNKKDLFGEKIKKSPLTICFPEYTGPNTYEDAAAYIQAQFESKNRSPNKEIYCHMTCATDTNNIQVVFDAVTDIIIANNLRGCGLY
# Bim-Bcl-2: inhibitors of Bim-Bcl-2 binding, primary screen, biochemical, multiplexed, human Bcl-2 family; Apoptosis regulator Bcl-2 (Homo sapiens), P10415; Bead-based flow cytometry, Bim peptide-Bcl-2 binding; inhibition, % at 10 µM; hit rate 0.06% among 190,000; in the data active means inhibition above about 40%;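 further: 0% = no compound wells with probe peptide and 100% = reference peptide inhibitor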
# Target sequence (P10415 whole entry, looked up): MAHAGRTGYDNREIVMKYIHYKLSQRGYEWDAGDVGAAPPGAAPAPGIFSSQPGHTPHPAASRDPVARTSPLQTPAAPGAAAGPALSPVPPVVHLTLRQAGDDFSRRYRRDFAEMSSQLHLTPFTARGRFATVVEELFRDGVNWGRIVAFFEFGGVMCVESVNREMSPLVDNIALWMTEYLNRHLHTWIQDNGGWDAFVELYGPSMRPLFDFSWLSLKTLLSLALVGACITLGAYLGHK
# Bfl-1 Bim block: inhibitors of Bim binding to Bfl-1, primary screen, biochemical, multiplexed, bead-based flow cytometry. hit rate 0.12% among 190,000. Bcl-2-related protein A1 (Homo sapiens), Q16548. inhibition, % at 10 µM. Bim-Bfl-1 binding inhibition;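 further: 0% = wells without compound plus tracer and 100% = blocker peptide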
# RGS7-Gao: RGS7-Galphao binding modulators, primary screen, biochemical, multiplexed bead flow cytometry. Guanine nucleotide-binding protein G(o) subunit alpha (Homo sapiens), P09471. actives lie on both sides. binding response (% of control), % at 10 µM. hit rate 0.35% among 220,000. AID 1439, 2008; in the data active means binding response below about 49% or above about 150%;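 further: fluorescent Galphao held in activated GDP-AlF4 state binding bead-coupled RGS7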
# Bim-Bcl-XL: inhibitors of Bim-Bcl-XL binding, primary screen, biochemical, multiplexed, bead flow cytometry, human Bcl-XL | Bcl-2-like protein 1 (Homo sapiens), Q07817 | Bim peptide-Bcl-XL binding, fluorescence | inhibition, % at 10 µM | hit rate 0.04% among 190,000
# GSH fluor: compound fluorescence on glutathione beads, profiling panel, artefact control, biophysical, 488/530 nm, flow cytometry; GSH beads flow cytometry, compound fluorescence 488/530 nm; active compounds read high; fluorescence (KMESF) at 10 µM; hit rate 0.25% among 190,000; AID 1776, 2009; in the data active means fluorescence above about 89;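 further: glutathione beads carrying GST-tagged Bcl family fusion proteins plus one bare bead set; values are compound well signal with DMSO vehicle wells as background; inactives centre near 16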
# Bcl-W Bim block: inhibitors of Bim binding to Bcl-W, primary screen, biochemical, multiplexed, bead-based flow cytometry; Bcl-2-like protein 2 (Homo sapiens), Q92843; Bim peptide-Bcl-W binding; inhibition, % at 10 µM; hit rate 0.02% among 190,000;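 further: 0% = bound tracer without compound and 100% = peptide blocker; higher means less fluorescent Bim peptide bound to Bcl-W beads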
# Target sequence (Q92843 whole entry, looked up): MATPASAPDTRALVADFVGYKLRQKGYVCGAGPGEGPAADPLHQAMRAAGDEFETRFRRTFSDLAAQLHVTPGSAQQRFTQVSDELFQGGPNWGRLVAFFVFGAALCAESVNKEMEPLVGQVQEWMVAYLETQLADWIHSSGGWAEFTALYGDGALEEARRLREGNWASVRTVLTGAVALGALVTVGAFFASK
# Mcl-1 Bim block: inhibitors of Bim peptide binding to Mcl-1, primary screen, biochemical, bead-based flow cytometry, multiplex; Induced myeloid leukemia cell differentiation protein Mcl-1 (Homo sapiens), Q07820; Bim peptide-Mcl-1 binding; inhibition, % at 10 µM; hit rate 0.1% among 190,000; AID 1009, 2008;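 further: 0% = no compound tracer wells and 100% = peptide blocker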
# RGS4-Gao reg: modulators of RGS4 binding to Galphao, primary screen, biochemical, multiplexed bead flow cytometry | Guanine nucleotide-binding protein G(o) subunit alpha (Homo sapiens), P09471 | actives lie on both sides | binding response (% of control), % at 10 µM | hit rate 0.33% among 220,000; in the data active means binding response below about 49% or above about 150%; inactive means in between;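 further: fluorescent Galphao activated with aluminum fluoride binding bead-coupled RGS4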
# Active calls of the source: *; . = not tested or not shown. Unless noted, no stated cut-off is given here; in the data, active means inhibition above about 40%.
SMILES,Mcl1-Bid inh,Bcl-B Bim block,RGS8-Gao,Bim-Bcl-2,Bfl-1 Bim block,RGS7-Gao,Bim-Bcl-XL,GSH fluor,Bcl-W Bim block,Mcl-1 Bim block,RGS4-Gao reg
O=C(Nc1cc(S(=O)(=O)N2CCCCC2)ccc1O)c1ccccc1NS(=O)(=O)c1ccc(F)cc1,9.8,-11.0,96.1,-2.0,3.0,94.6,-7.0,6,-2.0,-3.0,89.8
COc1ccc(-c2cnn(-c3ccccc3)c2N)cc1OC,-75.8,-1.0,100.2,2.0,-4.0,100.7,-3.0,20,-1.0,0.0,97.9
Cc1csc(NC(=O)CSc2nnc(Cc3cccn3C)n2CCc2ccccc2)n1,-22.3,-11.0,100.9,-7.0,-9.0,102.0,-8.0,15,-6.0,-2.0,98.8
COc1cccc(-c2csc(N3CCN(C(=S)Nc4ccccc4C)CC3)n2)c1,-8.4,0.0,101.6,1.0,5.0,101.0,-1.0,16,-1.0,-3.0,103.5
CC1CCc2nn(CC(=O)NCCCN3CCCC3=O)cc2C1 (configuration not stated),-23.2,-4.0,104.7,-7.0,-8.0,99.6,0.0,22,0.0,-1.0,103.5
Cc1cccc(NCN2C(=O)c3ccccc3C2=O)c1,-24.3,1.0,98.0,0.0,-5.0,94.0,-7.0,30,-2.0,-3.0,94.5
COc1ccc(CN(C)C(=S)Nc2ccc(Cl)cc2Cl)cc1,-35.5,-12.0,99.3,0.0,1.0,100.5,-2.0,9,3.0,1.0,100.7
Cc1ccc(-n2nnc3c(=O)n(CC(=O)N4CCC(C)CC4)cnc32)cc1,-7.1,-2.0,98.4,-4.0,-9.0,106.5,-6.0,12,-2.0,-6.0,104.3
CCOC(=O)/C=C1\NC(C)(C)Cc2cc(OC)c(OC)cc21,-8.9,0.0,94.2,1.0,4.0,95.3,4.0,30,0.0,0.0,93.6
Cc1ccc(C(=O)Nc2ccc(OCc3ccccc3)cc2)cc1[N+](=O)[O-],-12.8,3.0,98.3,0.0,0.0,100.7,4.0,16,0.0,0.0,98.8
CCCn1c(SCC(=O)N2CCCC(C)C2)nnc1-c1cccnc1 (configuration not stated),-22.6,-3.0,102.9,-4.0,-2.0,101.8,2.0,17,-1.0,0.0,106.8
O=C(Cc1cccs1)NNC(=O)C12CC3CC(CC(C3)C1)C2,0.3,-4.0,101.3,0.0,-6.0,100.6,-2.0,15,-2.0,-1.0,103.5
CN(CCCNC(=O)C1CCC(=O)N1Cc1ccc(F)cc1)c1ccccc1 (configuration not stated),-30.9,-12.0,91.2,-9.0,-8.0,87.3,0.0,22,-3.0,0.0,94.3
O=C(O)c1ccc(CSc2nnc(-c3ccncc3)n2CC2CCCO2)cc1 (configuration not stated),0.1,-3.0,99.6,-4.0,0.0,98.0,-1.0,25,-4.0,-1.0,95.7
CC(CCc1ccccc1)NC(=O)c1cncc(Br)c1 (configuration not stated),-20.5,-3.0,103.0,-3.0,-1.0,102.7,-3.0,8,-2.0,0.0,98.8
COc1cc(NC(=S)N2CCc3ccccc3C2)cc(OC)c1,-42.7,0.0,98.4,-2.0,-4.0,100.4,-2.0,14,-1.0,0.0,101.3
CCCSc1cc(NCCOC(C)=O)c([N+](=O)[O-])c2nonc12,-11.8,-1.0,99.9,0.0,4.0,98.5,-6.0,9,-2.0,-3.0,101.5
Cc1ccnc(N2C(=O)c3cccc4c([N+](=O)[O-])ccc(c34)C2=O)c1,25.4,-7.0,100.8,-9.0,-9.0,101.3,-6.0,35,-1.0,0.0,101.8
Cc1csc(-c2cccnc2)n1,-12.2,-5.0,100.5,-4.0,-1.0,100.7,-5.0,12,-3.0,-5.0,99.1
CC(C)c1nc(Cl)c(C#N)c2c1CSC(C)(C)C2,-6.5,-10.0,98.2,-3.0,0.0,101.5,-9.0,10,-6.0,-9.0,101.5
S=C(Nc1ccc(Br)cc1Cl)NC1CCN(Cc2ccccc2)CC1,-39.1,-10.0,102.2,0.0,-5.0,95.7,-3.0,21,-2.0,-2.0,100.6
Cc1cc(C)cc(-n2nnc(C(=O)NCc3ccc4c(c3)OCO4)c2N)c1,4.0,-9.0,100.2,-10.0,-5.0,104.7,-3.0,15,-5.0,-4.0,102.3
CCN(CC)CCCN(Cc1cc2cc3c(cc2[nH]c1=O)OCCO3)C(=O)Nc1ccccc1,34.9,-3.0,98.3,-3.0,-3.0,106.5,-7.0,14,-1.0,-1.0,102.3
O=C(CCNS(=O)(=O)c1cccc2nsnc12)NCCc1ccccc1,-26.7,-6.0,101.6,-7.0,-10.0,97.2,-6.0,31,0.0,0.0,98.9
C=CCSc1ncnc2sc(C)c(C)c12,-6.2,-8.0,89.6,-2.0,0.0,96.2,-8.0,6,-3.0,-6.0,97.7

# Record cards (already shown). Order of screens: Mcl1-Bid inh	Bcl-B Bim block	RGS8-Gao	Bim-Bcl-2	Bfl-1 Bim block	RGS7-Gao	Bim-Bcl-XL	GSH fluor	Bcl-W Bim block	Mcl-1 Bim block	RGS4-Gao reg
# `CCCSc1cc(NCCOC(C)=O)c([N+](=O)[O-])c2nonc12` is entered as -11.8	-1.0	99.9	0.0	4.0	98.5	-6.0	9	-2.0	-3.0	101.5
# `CCOC(=O)/C=C1\NC(C)(C)Cc2cc(OC)c(OC)cc21` is entered as -8.9	0.0	94.2	1.0	4.0	95.3	4.0	30	0.0	0.0	93.6
# `Cc1ccnc(N2C(=O)c3cccc4c([N+](=O)[O-])ccc(c34)C2=O)c1` is entered as 25.4	-7.0	100.8	-9.0	-9.0	101.3	-6.0	35	-1.0	0.0	101.8

# Later entries
SMILES,Mcl1-Bid inh,Bcl-B Bim block,RGS8-Gao,Bim-Bcl-2,Bfl-1 Bim block,RGS7-Gao,Bim-Bcl-XL,GSH fluor,Bcl-W Bim block,Mcl-1 Bim block,RGS4-Gao reg
c1ccc(-n2nnnc2NCCc2c[nH]c3ccccc23)cc1,-21.0,-11.0,109.4,-8.0,-14.0,104.8,-10.0,21,-1.0,-3.0,108.1
CCC(=O)Nc1nnc(SCC(=O)c2ccc3c(c2)Cc2ccccc2-3)s1,-63.2,-1.0,101.3,-1.0,0.0,103.2,0.0,11,-1.0,-3.0,100.8
CCOC(=O)C1CCCN(c2c(N3CCN(C4CCCCC4)CC3)c(=O)c2=O)C1 (configuration not stated),-12.1,-4.0,101.3,-7.0,-9.0,97.7,-3.0,24,0.0,-3.0,98.4
C/C(=N\NC(=S)NCc1ccccc1)c1ccc(C)o1,-23.3,3.0,99.5,3.0,3.0,90.8,0.0,16,-2.0,-3.0,100.7
Cc1ccc(-n2c(=O)[nH]c3cc(C(=O)NC4CCN(Cc5ccccc5)CC4)ccc3c2=O)cc1,-5.3,-5.0,98.6,-1.0,0.0,97.4,-1.0,15,-3.0,-3.0,100.1
O=C(COc1ccc(-c2nnco2)cc1)N1CCN(S(=O)(=O)c2ccccc2)CC1,-8.1,0.0,102.7,2.0,0.0,99.9,2.0,28,1.0,2.0,104.6
Cc1ccc(Oc2nc3ccccc3n3c(C)nnc23)cc1,-16.2,8.0,101.4,1.0,0.0,101.2,4.0,24,3.0,2.0,103.6
CC1=NN(c2ccc(Cl)cc2)C(=O)C1C(c1ccccc1O)c1c(C)[nH]n(-c2ccc(Cl)cc2)c1=O (configuration not stated),-15.9,9.0,97.0,1.0,4.0,91.4,6.0,13,6.0,7.0,91.6
O=C(CN(CCc1ccccc1)C(=O)CNS(=O)(=O)c1ccccc1)NCC1CCCO1 (configuration not stated),-11.1,-1.0,101.5,0.0,-1.0,93.5,2.0,22,-2.0,0.0,96.1
COC(=O)c1cc(OC)c(OC)cc1NC(=O)c1cccnc1,-0.4,-9.0,100.0,-15.0,-20.0,97.8,-10.0,28,-7.0,-3.0,98.5
Cc1nn(C(C)C(=O)NNC(=S)Nc2ccc(F)cc2)c(C)c1[N+](=O)[O-] (configuration not stated),-78.2,-12.0,100.6,-5.0,-9.0,98.2,-6.0,59,1.0,-2.0,102.6
Cc1csc(NC(=O)CSc2nnc(CCNC(=O)c3ccc(Cl)c(Cl)c3)n2C)n1,-28.0,2.0,.,5.0,2.0,.,15.0,35,10.0,0.0,.
COc1ccc(-c2cc(C(F)F)n3ncc(C(=O)N4CCc5ccccc5C4)c3n2)cc1,1.8,-3.0,99.0,-1.0,-4.0,100.2,0.0,13,0.0,-1.0,102.8
Cc1cccc(OCC(=O)O/N=C(\N)Cc2ccc(Cl)cc2)c1,-21.3,-2.0,97.4,0.0,-4.0,92.3,9.0,39,10.0,0.0,96.2
CC(C)(C)c1cc[n+](/C(C(=S)Nc2ccccc2F)=C(/[O-])c2ccc3c(c2)OCCO3)cc1,-32.1,-12.0,98.9,3.0,4.0,98.0,-3.0,13,0.0,0.0,102.6
CC(=O)c1cccc(NC(=O)CCOc2ccccc2)c1,-9.6,-7.0,97.3,-6.0,-11.0,90.8,-10.0,39,-1.0,-1.0,89.2
COc1ccc(/C=C/C(=O)c2ccccc2O)cc1CN1CCOCC1,8.5,-5.0,109.2,-2.0,-2.0,103.7,-2.0,40,0.0,-1.0,104.3
COc1cc(C(=O)NNC2=NC(C)(C)Cc3cc(C)c(C)cc32)cc(OC)c1OC,-78.9,-6.0,105.1,-7.0,-13.0,99.5,-6.0,16,-5.0,-2.0,104.1
COc1ccccc1/C=C1/C(=O)N(c2cc(C)cc(C)c2)C(c2cccc([N+](=O)[O-])c2)S1(=O)=O (configuration not stated),-10.7,-5.0,95.7,1.0,-5.0,96.5,-7.0,13,-5.0,-2.0,91.0
CCOC(=O)C(Cc1ccccc1)C(=O)Nc1ccc(N(CC)CC)cc1 (configuration not stated),-28.8,-4.0,99.3,-10.0,-6.0,102.8,-3.0,19,1.0,-3.0,105.0
NC(=O)CCN1CCN(Cc2nc(C(c3ccccc3)c3ccccc3)no2)CC1,-28.4,-4.0,98.6,-3.0,-5.0,100.7,-2.0,18,-1.0,-3.0,94.0
O=C(c1ccc(-c2ccccc2)cc1)C1CCCN(C(=O)Cn2cncn2)C1 (configuration not stated),-41.3,-3.0,102.2,0.0,-5.0,102.5,-1.0,17,0.0,0.0,98.8
O=C(CCNc1ccc(F)cc1)c1ccco1,-41.8,-6.0,100.9,-9.0,-10.0,104.8,-7.0,11,-1.0,-1.0,104.2
CCC(C)(C)n1nnnc1C(CC(C)C)N1CCC(C(N)=O)CC1 (configuration not stated),-10.6,-7.0,98.1,-4.0,-8.0,101.3,-8.0,14,0.0,-1.0,100.0
CS(=O)(=O)N1CCc2ccccc2C1,9.7,0.0,78.8,-3.0,8.0,92.8,-2.0,23,-3.0,-2.0,92.2
FC(F)(F)c1nc(-c2ccncc2)ncc1-c1nnnn1-c1ccccc1,-7.7,1.0,97.8,0.0,0.0,99.9,0.0,23,1.0,0.0,101.2

# High-throughput results (PubChem BioAssay)
